Assay outcomes deposited in PubChem by several laboratories.
MITF act = activators of MITF-driven TRPM1 promoter reporter, primary screen, cell-based, SK-MEL-5, luciferase, single point; 0.75% of 300,000 active; SK-MEL-5 TRPM1-promoter luciferase, 24 h; % of positive control, neutral wells = 0; AID 588334, 2011; activation, % at 12.5 µM;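 active means mean activation of at least 80% with every replicate also reaching 80%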;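 further: 0% = neutral control wells and 100% = parthenolide positive control wells; values of inactives mirror those of a sister screen read the other way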
RTF Ca sens act = cardiac RTF calcium sensitivity activators, primary screen, biochemical, IANBD-TnC fluorescence, EC20 calcium. Troponin I, cardiac muscle (Homo sapiens) + Troponin T, cardiac muscle (Homo sapiens) + …. IANBD-labeled TnC RTF fluorescence at EC20 calcium; 0% EC20 calcium, 100% full calcium. activation, % at 7.2 µM. 0.24% of 340,000 active. AID 493008, 2010;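 active means activation above the mean over all tested compounds plus 3 SD, cut at about 30% in these data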;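 further: rise in fluorescence read as greater calcium sensitivity of cardiac thin filaments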
Wnt act = Wnt/beta-catenin pathway activators, primary screen, cell-based, plate reader, single point; AID 743398, 2014; 1.2% of 300,000 active; activation, % at 9.35 µM; Wnt/beta-catenin reporter cell assay, activator; in the data active means activation above about 30%, passing the limit was not always enough;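 further: 0% = neutral control wells and 100% = positive control wells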
Rtt109 Vps75 = inhibitors of C. albicans Rtt109/Vps75 HAT, primary screen, biochemical, ThioGlo CoA-SH fluorescence, plate reader. purified Rtt109/Vps75, 4 h. Histone acetyltransferase RTT109 (Candida albicans (strain SC5314 / ATCC MYA-2876)), …. 0.16% of 330,000 active. inhibition, % at 34.9 µM;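 active means inhibition of at least 50% in every replicate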
HTR5A ag = HTR5A agonists in luminescence cell assay, primary screen, counter-screen for OPRM1-OPRD1 heterodimer agonist project, full-deck HTS. activation, % at 9.3 µM. 0.61% of 340,000 active. 5-hydroxytryptamine receptor 5A (Homo sapiens), P47898. AID 504692, 2011. cell-based; in the data active means activation mostly above about 9.5%, no sharp cut-off; inactive means mostly below about 7.6%;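 further: 0% = cells with vehicle only and 100% = reference agonist; strong numbers were not always called active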
Target sequence (P47898 whole entry, looked up): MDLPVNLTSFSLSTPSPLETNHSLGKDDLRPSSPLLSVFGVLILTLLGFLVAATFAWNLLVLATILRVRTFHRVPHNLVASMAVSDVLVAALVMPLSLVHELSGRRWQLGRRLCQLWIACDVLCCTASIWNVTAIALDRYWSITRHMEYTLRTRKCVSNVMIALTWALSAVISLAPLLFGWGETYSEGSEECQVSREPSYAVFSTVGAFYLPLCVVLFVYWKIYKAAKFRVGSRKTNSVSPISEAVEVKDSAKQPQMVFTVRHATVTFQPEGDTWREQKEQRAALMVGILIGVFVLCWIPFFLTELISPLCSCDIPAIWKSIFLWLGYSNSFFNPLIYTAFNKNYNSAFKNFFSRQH
SR-BI DiI-HDL act = activators of SR-BI mediated DiI-HDL uptake, primary screen, ldlA[mSR-BI] CHO cells, DiI fluorescence; 3 h; 100 = double the neutral-control signal; activation, % at 12.5 µM; 0.096% of 320,000 active;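 active means mean replicate activation of at least 60% and every replicate at or above 60%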;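 further: 0% = median plate neutral-control signal and 100% = twice that signal; values of inactives mirror those of a sister screen read the other way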
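Assay system: LDL receptor-deficient CHO ldlA cells overexpressing murine SR-BI / Medium: BSA-supplemented, HEPES-buffered Ham's F12, pH 7.4 / Probe or stimulus: DiI-labelled HDL at 10 µg/mL final / Timing: compound with DiI-HDL co-incubation, 3 h at 37 °C / Technique: bottom-read cell fluorescence after medium removal, ex 550/em 595 nm / Measure: HDL uptake via cellular fluorescence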
CDK5 p35 inh = inhibitors of human CDK5/p35 kinase, primary screen, biochemical, single concentration; Cyclin-dependent kinase 5 (Homo sapiens) + Cyclin-dependent kinase 5 activator 1 (Homo …; Recombinant CDK5/p35, ADP-Glo luminescence, 60 min; inhibition, % at 10 µM; 0.01% of 330,000 active;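 active means highest replicate inhibition of at least 50% and at least 75% of replicates reaching 50%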;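 further: plate controls were DMSO neutral control for no effect and GW8510 at 10 µM for full effect; many of its hits are not listed in these tables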
dFosB activator = activators of delta FosB homodimer, primary screen, biochemical, fluorescence polarization, TAMRA-CDK5 oligo, single point | 0.99% of 340,000 active | purified delta FosB; percent of positive-control signal above neutral wells | AID 493131, 2011 | activation, % at 25 µM | Protein FosB (Mus musculus), P13346;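 active means mean activation above about 17%, with every replicate also reaching it, limit read from the data, passing the limit was not always enough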;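 further: fluorescence polarization rise as delta FosB binds a TAMRA Cdk5 AP-1 oligo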
SR-BI DiI inh = inhibitors of SR-BI mediated HDL lipid uptake, primary screen, ldlA[mSR-BI] cells, fluorescence, single point. Scavenger receptor class B member 1 (Mus musculus), Q61009. inhibition, % at 12.5 µM. 0.96% of 320,000 active. ldlA[mSR-BI] CHO cells, DiI-HDL uptake fluorescence, 3 h;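 active means mean replicate inhibition of at least 70% and a set share of replicates each scoring 70 or more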;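 further: 0% = median of neutral control wells and 100% = median of positive control wells; values of inactives mirror those of a sister screen read the other way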
Target sequence (Q61009 whole entry, looked up): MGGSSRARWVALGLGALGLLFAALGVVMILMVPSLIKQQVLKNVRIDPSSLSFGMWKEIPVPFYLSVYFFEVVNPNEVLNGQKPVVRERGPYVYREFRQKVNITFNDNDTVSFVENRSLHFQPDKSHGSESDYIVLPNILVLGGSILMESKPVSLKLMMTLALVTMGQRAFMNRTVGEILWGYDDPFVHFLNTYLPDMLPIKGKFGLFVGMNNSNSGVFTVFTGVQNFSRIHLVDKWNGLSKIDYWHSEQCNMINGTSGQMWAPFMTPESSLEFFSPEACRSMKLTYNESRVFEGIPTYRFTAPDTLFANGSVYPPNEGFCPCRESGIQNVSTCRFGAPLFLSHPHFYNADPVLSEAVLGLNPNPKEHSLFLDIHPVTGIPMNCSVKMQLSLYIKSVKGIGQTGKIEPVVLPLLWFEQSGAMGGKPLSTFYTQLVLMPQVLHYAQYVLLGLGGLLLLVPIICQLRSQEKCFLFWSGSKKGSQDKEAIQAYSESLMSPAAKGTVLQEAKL
PvdQ acylase = P. aeruginosa PvdQ acylase inhibitors, primary screen, biochemical, fluorescence, plate reader and imaging, single point. PvdQ acylase [Pseudomonas aeruginosa LESB58]. purified PvdQ acylase. inhibition, % at 10 µM. 0.063% of 340,000 active; in the data active means inhibition above about 30%, passing the limit was not always enough;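 further: 0% = vehicle neutral wells and 100% = reference inhibitor wells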
Numbers without * were called inactive; x = not tested or not shown.

Structure	Wnt act	SR-BI DiI inh	CDK5 p35 inh	PvdQ acylase	Rtt109 Vps75	SR-BI DiI-HDL act	dFosB activator	HTR5A ag	RTF Ca sens act	MITF act
COc1nc(NC2OC(CO)C(O)C(O)C2O)c(N)c(=O)[nH]1 (configuration not stated)	-1	-12	-3.2	-13	11	12	-6	-5	0	13
CC(=O)CC1(O)C(=O)N(Cc2ccccc2)c2ccccc21 (configuration not stated)	43*	-13	0.1	-21	4	x	9	-1	-1	13
COc1cccc(=O)c2c(C)n(CC(=O)c3ccccc3)c(C)c12	-2	21	0.0	10	3	-8	x	6	-3	6
COc1ccc(OC)c(NS(=O)(=O)c2ccc(SC)cc2)c1	x	-32	-0.6	-12	14	32	10	1	-1	-27
Cc1nc2c(C)cccc2cc1C(=O)N/N=C/c1ccc(N(C)C)cc1	-3	x	1.9	-13	2	x	0	5	2	-15
COc1ccccc1/C=C/C1(C(=O)NC2CCCC2)CC(=O)N1c1ccc(C)cc1 (configuration not stated)	-7	10	1.4	1	3	-10	-1	4	-3	-5
COc1cccc(Nc2ncnc3c2cnn3C)c1	3	-6	0.8	-1	1	6	-1	-5	-4	13
NC(=O)/C(=C/c1ccco1)NC(=O)/C=C/c1ccccc1	2	-52	1.6	-1	1	52	0	3	0	x
CC(=O)c1cc2c(ccc3ccccc32)oc1=O	0	-23	-0.5	-2	-192	23	6	4	-1	8
Cn1c(=O)[nH]c(=O)c2c1nc(Br)n2CCCCSc1nc2ccccc2o1	-1	46	0.0	-8	-5	-46	-12	3	-2	13
Cc1cc(S(=O)(=O)N(Cc2ccccc2F)C2CC2)ccc1-n1cnnn1	0	14	-3.0	-13	11	-14	-17	1	3	-1
O=S(=O)(Cc1ccccc1)NCC1CCCN(Cc2ccc(F)c(F)c2)C1 (configuration not stated)	0	-23	0.4	-8	4	23	-11	2	10	-8
COc1ccccc1NC(=O)C1=C(C)NC(=O)NC1c1ccccc1[N+](=O)[O-] (configuration not stated)	0	3	2.4	5	-25	-3	-8	-2	-2	-12
O=C(CNC(=S)N(CCCN1CCOCC1)Cc1cccs1)N1CCCCCC1	-1	-21	-0.1	1	-3	21	3	2	8	5
CCCCn1c(N)c(N(CC(C)C)C(=O)c2oc3ccc(OC)cc3c2C)c(=O)[nH]c1=O	-1	46	0.2	-7	5	-46	0	0	-5	-2
Cn1c(=O)n(C)c2cc(S(=O)(=O)NCCc3ccccc3)ccc21	x	-1	-1.6	-8	-1	1	2	2	1	-10
COCCN1C(=O)C(=O)/C(=C(/O)c2ccc(S(=O)(=O)N3CCCCC3)cc2)C1c1ccc(O)c(OC)c1 (configuration not stated)	-3	-12	-1.3	8	7	12	-1	1	0	2
O=C(Nc1ccc(S(=O)(=O)Nc2nccs2)cc1)c1cc(-c2ccccc2)nc2ccccc12	x	-30	0.8	-12	7	30	-20	10	-2	2
Cc1cc(C(=O)Nc2ccccn2)no1	7	-5	-2.5	13	16	5	-6	7	-1	48
CC(C)(C)OC(=O)N1CCC(CNC(=O)c2ccccc2)CC1	3	-1	0.7	-4	5	1	7	x	x	x
Cc1cc(OCC(=O)N2CCc3ccccc3C2)c2c(-c3ccccc3)cc(=O)oc2c1	-10	-4	-3.9	-3	1	4	-13	3	2	-6
c1ccc(CCn2nnnc2CN2CCc3ccccc32)cc1	x	-23	0.8	-6	2	23	-3	4	8	1
CCOC(=O)c1n[nH]c2ccccc12	x	-11	1.2	-11	-5	11	2	-3	3	4
C[C@H](NC(=O)C1(c2ccccc2)CCN(C(=O)OC(C)(C)C)CC1)C(=O)N[C@@H](C(=O)O)c1ccccc1	-1	-9	-1.6	-12	1	9	2	-5	0	-15
Cc1ccc(Cl)cc1NC(=O)Cn1cc2c(n1)CCCC2	-4	-8	-0.1	-7	6	8	-6	6	-2	10
O=S1(=O)CCN(Cc2ccccc2C(F)(F)F)CC1	0	-13	-0.3	-7	-9	13	-10	1	2	8
O=C(CSc1nnc(-c2ccncc2)n1CC1CCCO1)NCc1ccccc1 (configuration not stated)	x	4	1.1	3	-2	-4	-1	2	1	x
COc1ccc(-c2c(C#Cc3ccsc3)c3cc(-c4ccc(C(N)=O)cc4)ccc3n2C)cc1	-6	36	-0.6	-13	-23	-36	-2	3	11	1
Cc1ccc(NC(=S)NCC2CCCO2)c(OC(F)F)c1 (configuration not stated)	x	3	x	-7	3	-3	-4	0	2	-7
COc1cccc(CN=CC2=C(O)CC(C)(C)CC2=O)c1OC	-2	-1	0.3	-16	-4	1	6	-3	3	-1
Cc1cccc(C)c1-n1c(C)nn(CC2CC2)c1=O	0	-16	-0.3	-11	-4	16	-3	-5	3	-1
CN(C)S(=O)(=O)c1cccc(-c2nn(-c3ccccc3)cc2/C=C(\C#N)c2nc3ccccc3[nH]2)c1	-8	2	-0.7	-8	-4	-2	0	2	0	1
CCOC(=O)c1c(NC(=O)c2ccccc2C(=O)O)sc2c1CCC2	1	23	-1.1	-2	1	-23	-5	-1	-2	x
CC(C)Oc1ccc(C(=O)NC(C)(C)CO)cc1	-1	-9	0.0	-6	-2	9	-2	-2	-2	11
CCN(CC)CCOC(=O)c1cccc(Cl)c1	0	-16	-0.4	-7	-4	16	11	1	0	-1
O=C(Nc1ccc2c(c1)OCCO2)c1ccoc1	24	-23	-0.5	-14	2	23	-3	-3	6	x
CC1Cc2ccccc2N1C(=O)C1CCCN1S(=O)(=O)c1ccc(Cl)cc1 (configuration not stated)	x	13	-0.1	8	8	-13	3	4	8	-10
Cc1nn(C)c(C)c1NC(=O)/C(C#N)=C\N(C)C	0	-6	6.9	16	-4	6	4	-3	-6	x
COC(=O)CN1C(=O)C2(C(C#N)=C(N)Oc3ccccc32)C2=C1CC(C)(C)CC2=O (configuration not stated)	-5	1	-2.3	-14	-13	-1	-2	2	3	-9
O=C(CCC(=O)N1CCN(S(=O)(=O)c2ccccc2)CC1)NC1CCCc2ccccc21 (configuration not stated)	-5	-18	-0.6	-12	x	18	-5	0	-1	x
CC1=Nc2cc(C(=O)NCCCOC(C)C)ccc2Sc2ccc(C)cc21	-14	2	-0.3	5	-7	-2	-13	3	2	-39
N#Cc1ccc(COC(=O)CCc2c[nH]c3ccccc23)cc1	-1	-3	-2.3	7	5	3	2	4	2	3
C#CCOCCOCCOCCNc1nc(N2CCN(C(=O)CCCCCCCCCCNC(=O)[C@H](CCC(=O)O)n3cc(CCCCCN)nn3)CC2)nc(N2CCN(C(=O)CCCCCCCCCCNC(=O)[C@@H]([C@H](C)O)n3cc(C)nn3)CC2)n1	x	-2	0.8	5	28	2	1	3	-3	-5
COc1cccc(/C=C/C(=O)Nc2ccccc2N2CCOCC2)c1	5	58	-1.4	-10	-7	-58	-3	-3	-1	32
Cc1cc(NC(=O)c2ccc(Br)c([N+](=O)[O-])c2)no1	2	1	-0.8	64*	-5	-1	46*	7	5	-1
COc1cccc(NC(=O)CSc2nc3c(sc4ccccc43)c(=O)n2CCCN2CCCC2)c1	9	-43	-1.3	8	9	43	7	0	-7	-98
CC(C)(C)C(=O)N1CCC(O)(CS(=O)(=O)c2ccc(Cl)c(Cl)c2)CC1	0	-6	3.1	-11	-16	6	-7	0	1	-15
O=C(NCc1cccnc1)/C(=C/c1ccc(-c2cccc(C(F)(F)F)c2)o1)NC(=O)c1ccccc1	-8	13	-1.5	-13	8	-13	-10	-3	1	0
COC(=O)C(C(=O)NCC1CCCO1)C1CCCCCC1 (configuration not stated)	x	-10	0.1	-18	10	10	9	8	-1	-17
CCOc1ccc2nc(NS(=O)(=O)c3cccs3)sc2c1	1	-17	-1.0	-9	5	17	0	2	3	x

Carrying on:
Structure	Wnt act	SR-BI DiI inh	CDK5 p35 inh	PvdQ acylase	Rtt109 Vps75	SR-BI DiI-HDL act	dFosB activator	HTR5A ag	RTF Ca sens act	MITF act
COc1ccc(Cl)cc1Nc1nnc(-c2ccncc2)s1	3	-2	1.3	16	6	2	-3	6	-5	5
CCC(C)NC(=O)N[C@@H](Cc1ccccc1)C(=O)O (some centres not stated)	x	10	-3.1	-8	4	-10	-3	0	5	4
COC(=O)Cc1c(C)nc2nc(-c3ccco3)[nH]n2c1=O	-2	-1	-0.7	-13	4	1	1	4	2	x
O=[N+]([O-])c1ccc(N2CCNCC2)cc1Sc1nc2ccccc2[nH]1	-4	-11	1.3	-5	4	11	14	-1	-5	4
O=C(CCCCCN1C(=O)[C@@H]2Cc3ccccc3CN2C1=O)Nc1cccc(F)c1	-2	17	x	11	-10	-17	-2	3	3	2
CC1(C)C[C@H](O)[C@]2(CO)CC[C@]3(C)C(=CCC4[C@@]5(C)CC[C@H](O)C(C)(C)C5CC[C@]43C)[C@@H]2C1 (some centres not stated)	1	-8	1.3	-3	-11	8	-5	2	-5	x
C=CCNC(=S)N1CCC(Cc2ccccc2)CC1	0	4	1.9	-6	-11	-4	-18	-3	-1	-7
O=C1N/C(=N\N=C\c2cccnc2)SC1Cc1ccc(SC(F)F)cc1 (configuration not stated)	x	-34	-0.8	0	-8	34	0	1	-3	x
CCCC(=O)N1CCC(Cc2ccccc2)CC1	2	-13	1.8	10	-2	13	-3	3	-6	x
COc1cccc(NC(=O)N2CCN(c3cccc(C)c3C)CC2)c1	0	71*	-3.0	-16	-4	-71	-6	2	5	x
COCCNC(=O)NC(=O)COC(=O)c1ccc2[nH]c3c(c2c1)CCCC3	4	28	0.1	3	10	-28	-1	6	4	-7
O=C(CSc1nnc(SCc2cccc3ccccc23)s1)Nc1ccc(C(=O)O)cc1	1	7	-0.1	1	15	-7	-7	2	-9	8
Cc1ccc(C(=O)N2CCN(c3ccc([N+](=O)[O-])cc3)CC2)o1	-1	x	0.8	-13	7	x	-9	1	-6	-11

Single values from the list:
COc1cccc(NC(=O)N2CCN(c3cccc(C)c3C)CC2)c1 – Wnt act: 0
O=C1N/C(=N\N=C\c2cccnc2)SC1Cc1ccc(SC(F)F)cc1 (configuration not stated) – SR-BI DiI inh: -34
